ERp5 block – inhibitors of human ERp5 | Q15084 | ERp5 insulin aggregation, absorbance 650 nm, 90 min | inhibition, % at 9.99 µM | actives 0.05% (n = 350,000);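 active means mean replicate inhibition above about 25%, with every replicate also reaching it, limit read from the data, passing the limit was not always enough; inconclusive means only one of those two criteria met; inactive means neither criterion met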
DENV2 CPE – DENV2-induced cell death inhibition. DENV2-infected cells, cytopathic effect rescue, plate reader. actives 1.7% (n = 350,000). CPE inhibition, % at 9.99 µM. AID 651640; in the data active means CPE inhibition above about 20%, passing the limit was not always enough; inconclusive means no clear call, values can overlap the other calls; tested in BHK-21 cells;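 further: 0% = median of neutral control wells and 100% = median of positive control wells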
CASP6 VEID inh – inhibitors of human caspase-6; P55212; purified caspase-6, Z-VEID-R110 cleavage fluorescence; inhibition, % at 12.5 µM; actives 0.53% (n = 350,000); AID 686996;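 active means mean inhibition across replicates at least about 35%, with every replicate also reaching that limit, limit read from the data; inconclusive means only one of the two criteria met; inactive means neither criterion met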;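 further: 0% = median of neutral control wells and 100% = no fluorescence left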
Target sequence (P55212 24-179 limits assumed): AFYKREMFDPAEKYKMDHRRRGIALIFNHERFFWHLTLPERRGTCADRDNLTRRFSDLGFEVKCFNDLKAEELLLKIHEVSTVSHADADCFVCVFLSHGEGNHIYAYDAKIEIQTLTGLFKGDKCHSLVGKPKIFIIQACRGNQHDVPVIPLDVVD
Target sequence (P55212 194-293 limits assumed): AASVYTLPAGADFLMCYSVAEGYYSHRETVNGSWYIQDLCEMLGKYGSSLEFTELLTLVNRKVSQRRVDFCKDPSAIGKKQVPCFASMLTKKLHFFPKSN
ERAP1 inh – inhibitors of human ERAP1 aminopeptidase; Q9NZ08; inhibition, % at 10.7 µM; actives 0.15% (n = 340,000); recombinant ERAP1, Leu-AMC fluorescence, 60 min;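 active means mean replicate inhibition of at least 30%, or all replicates individually reaching that 30% level; inactive means mean below 30% and not every replicate reaching it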;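 further: 0% = neutral control wells and 100% = L-leucinethiol positive control wells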
SIRT5 block – inhibitors of human sirtuin-5 desuccinylase; inhibition, % at 15 µM; Q9NXA8; Purified SirT5, succinyl-peptide AMC, trypsin-coupled fluorescence; actives 1.1% (n = 330,000); in the data active means inhibition above about 15%; inconclusive means no clear call, values can overlap the other calls
Target sequence (Q9NXA8 whole entry, looked up): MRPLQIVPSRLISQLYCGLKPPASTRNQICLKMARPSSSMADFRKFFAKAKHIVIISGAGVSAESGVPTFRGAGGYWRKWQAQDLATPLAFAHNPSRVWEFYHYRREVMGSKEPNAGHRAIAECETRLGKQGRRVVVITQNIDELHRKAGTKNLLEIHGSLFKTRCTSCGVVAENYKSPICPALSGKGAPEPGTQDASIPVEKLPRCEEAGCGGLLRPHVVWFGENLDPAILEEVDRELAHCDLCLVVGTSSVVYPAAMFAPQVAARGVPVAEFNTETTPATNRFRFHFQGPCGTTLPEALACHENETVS
miR122 inh – miR-122 inhibition in Huh7 cells | activation (reporter increase), % at 12.5 µM | AID 602342 | Huh7 miR-122 Renilla luciferase sensor, 48 h; neutral wells = 0, positive control = 100 | actives 0.3% (n = 340,000);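 active means mean replicate activation score at least 90 and every replicate individually at or above 90; inconclusive means only one of the two criteria met; inactive means neither criterion met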;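 further: higher luciferase means less miR-122 activity so hits act as miR-122 inhibitors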
CFTR F508del cor – correctors of CFTR F508del function in bronchial epithelial cells | actives 0.36% (n = 350,000) | activity (quench increase), % at 7.58 µM | CFBE cells, YFP halide quenching; stimulated with forskolin plus potentiator P3; % fluorescence drop versus neutral controls;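 active means mean added fluorescence quench of at least 8% versus neutral control, with both replicates also reaching 8%; inconclusive means only one of the mean or replicate conditions met; inactive means mean below 8% and not both replicates reaching 8%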;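 further: cells transiently co-express mutant CFTR-F508del with the halide-sensitive YFP; corrector assay measuring rescue of mutant channel to the surface after 24 h compound exposure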
Numbers without * were called inactive; u = inconclusive; x = not tested or not shown; [ ] = dose if it differs, or a comment.

structure	ERp5 block	DENV2 CPE	CASP6 VEID inh	ERAP1 inh	SIRT5 block	miR122 inh	CFTR F508del cor
O=C(NCCN1CCN(C(=O)c2ccc([N+](=O)[O-])cc2)CC1)C(=O)Nc1ccc(F)cc1	0	-6	1	-1	-3	5	-1.1
CCCc1nc2ccc(C(=O)OC)cn2c1Cc1ccc(C)cc1	20	-17	7	0	-1	-1	-2.5
Cc1ccc(NC(=O)C(=O)NCCc2c[nH]c3ccccc23)c(C)c1	4	-2	-4	-6	1	0	-4.4
CN(C)S(=O)(=O)c1ccc(NC(=O)COC(=O)C2COc3ccccc3O2)cc1 (configuration not stated)	2	0	2	-1	1	-3	-0.9
C[C@@H]1CN([C@H](C)CO)C(=O)c2cc(NC(=O)CCN3CCOCC3)ccc2O[C@H]1CN(C)C(=O)Nc1cccc2ccccc12	0	3	-3	0	x	-6[16.7 µM]	1.7
O=C(NNC1=NCCC1)C1CC1	3	0	-1	-1	-2	x	-0.8
O=S1(=O)CC(N2CCC(c3ccccc3)CC2)CN1Cc1cn(Cc2ccc(C(F)(F)F)cc2)nn1 (configuration not stated)	9	-1	1	-9	5	x	1.7
CCOC(=O)N1CCC(NC(=O)Cn2nc(-c3ccccc3)ccc2=O)CC1	0	-3	-1	7	18*	x	-0.3
Cc1nc2c(c(=O)c3ccccc3n2C)c(=O)n1-c1ccc(F)cc1	4	-11	2	-2	0	x	-1.3
C[C@@H]1CN([C@H](C)CO)C(=O)Cc2cc(NC(=O)c3ccncc3)ccc2O[C@@H]1CN(C)C	1	2	0	0	-5	-8[16.7 µM]	0.4
O=C(CCOc1ccccc1F)N1CCN(c2ccccc2O)CC1	-54	-1	0	-3	0	x	1.0
N=C1CCCC1C(=S)SCCC(N)=O (configuration not stated)	5	6	4	5	1	-3	3.1
CCC(=O)Nc1ccc2c(c1)OC[C@H](C)N(Cc1cccc(F)c1)C[C@@H](C)[C@@H](OC)CN(C)C2=O	-1	-10	-1	-2	-1	-11[16.7 µM]	2.0
CNC[C@@H]1Oc2ccc(NC(=O)Cc3cn(C)c4ccccc34)cc2CC(=O)N([C@@H](C)CO)C[C@H]1C	-3	13	1	-2	-1	10[16.7 µM]	1.1
OC[C@H]1[C@@H](c2ccc(-c3ccc(F)cc3)cc2)[C@@H]2CN(Cc3ccncc3)CCCCN12	-6	17	1	2	0	15[16.7 µM]	-2.7
CN1N=C(C(=O)N=c2sc3ccccc3n2C)CCC1=O	u	2	2	3	3	-2	-0.1
COc1ccc(C(CNC(=O)C2COc3ccccc3O2)N2CCCC2)cc1 (configuration not stated)	0	8	0	1	-6	-2	-1.1
COc1ccc(NC(=O)CN(C)S(=O)(=O)c2cccc3cccnc23)cc1	15	8	3	x	x	10	-0.4
CC(C)Cc1ccc(C(C)C(=O)Nc2nccs2)cc1 (configuration not stated)	1	3	-1	-1	-3	1	-2.0
Cc1ccc(-n2c(=S)[nH]c3sc4c(c3c2=O)CCc2ccccc2-4)cc1	2	-5	6	-2	x	x	2.8
CCOc1nc(Nc2ccc(OC)cc2)nc(N2CCOCC2)n1	-4	x	-3	x	-8	-6	-0.7
COc1ccccc1N1CCN(C(=O)C2CCN(C(=O)c3ccccc3Cl)CC2)CC1	7	-8	1	-4	0	-7	5.0
CC(C)C[C@H](NC(=O)N1CCCCCC1)C(=O)O	-2	6	-2	-4	-1	x	4.1
CCOC1=C2CN(S(=O)(=O)c3ccc(C)cc3)[C@@H](c3cccc4ccccc34)C[C@H]2[C@H]2C(=O)N(c3ccccc3)C(=O)[C@H]2C1	-1	-4	-2	x	-3	2	-0.5
Cc1nnc(SCC(=O)Nc2cccnc2Cl)s1	1	1	2	-3	-2	-6	-0.7
O=C(Nc1cccc(C(=O)N2CCCC2)c1)C1CCC1	-4	-7	-7	x	0	-1	-0.5
CN(Cc1c(F)cccc1Cl)S(=O)(=O)c1cccs1	-7	18	0	-2	7	4	-3.0
COc1ccc(C#Cc2ccc3c(c2)O[C@H](CN(C)C)[C@H](C)CN([C@@H](C)CO)S3(=O)=O)cc1	12	-2	2	1	-4	13[16.7 µM]	-3.2
O=C(Nc1cccc(S(=O)(=O)N2CCOCC2)c1)c1cccc(S(=O)(=O)N2CCCC2)c1	10	-2	5	-6	-4	x	-1.4
CCCCc1nnc(NC(=O)Cc2ccc(OC)c(S(=O)(=O)N3CCOCC3)c2)s1	2	6	-2	1	-1	x	-1.8
Cc1noc(C)c1S(=O)(=O)Nc1ccc2c(c1)C(=O)N([C@H](C)CO)C[C@@H](C)[C@H](CN(C)Cc1ccc(C(F)(F)F)cc1)OCCCC[C@H](C)O2	2	-9	4	0	18*	-7[16.7 µM]	0.0
Cc1ccccc1N(CC(=O)NCCc1ccccc1)C(=O)c1csnn1	2	16	3	-1	-4	x	-1.0
COc1ccccc1CNC(=O)C[C@H]1C[C@@H]2c3cc(NC(=O)NC4CCCC4)ccc3O[C@@H]2[C@H](CO)O1	6	12	-3	-2	-4	0[16.7 µM]	2.8
Oc1oc(-c2ccccc2)nc1C=Nc1cccc2ccccc12	21	x	-1	3	0	0	1.0
O=C(C[C@@H]1C=C[C@H](NC(=O)Nc2ccc(F)cc2)[C@@H](CO)O1)NCCN1CCCC1	0	1	-3	4	5	8[16.7 µM]	-1.1
CCC(=O)N1CCC1(C)C(=O)Nc1ccc2c(c1)OCO2 (configuration not stated)	-7	-4	-4	-3	x	-3	0.8

An excerpt of these results, with two lines to a compound:
Every second line gives: ERp5 block, DENV2 CPE, CASP6 VEID inh, ERAP1 inh, SIRT5 block, miR122 inh, CFTR F508del cor
Cc1nnc(SCC(=O)Nc2cccnc2Cl)s1
    1, 1, 2, -3, -2, -6, -0.7
O=C(Nc1cccc(C(=O)N2CCCC2)c1)C1CCC1
    -4, -7, -7, x, 0, -1, -0.5
CN(Cc1c(F)cccc1Cl)S(=O)(=O)c1cccs1
    -7, 18, 0, -2, 7, 4, -3.0

(continued)
structure	ERp5 block	DENV2 CPE	CASP6 VEID inh	ERAP1 inh	SIRT5 block	miR122 inh	CFTR F508del cor
O=C(C1CCCC1)N1C[C@@H]2[C@H](c3ccccc31)[C@@H](CO)N2C(=O)Cc1ccccn1	-3	34*	5	2	3	30[16.7 µM]	-1.5
CC1CCCCC12NC(=O)N(CC(=O)OCc1ccc(Br)cc1)C2=O (configuration not stated)	1	0	17	1	-3	x	0.2
C[C@H](O)C#Cc1ccc([C@@H]2[C@@H](CO)N3CCCCN(S(=O)(=O)Cc4ccccc4)C[C@@H]23)cc1	0	-6	-1	3	10	-2[16.7 µM]	-3.7
COc1ccc(CNC(=O)CSc2nnc3c(Cl)cc(C(F)(F)F)cn23)cc1OC	0	-7	0	-1	0	x	0.4
CC(C)(C)c1ccc(/C=N/OCC(=O)NCc2ccc(F)cc2)cc1	-5	-2	-6	-2	1	x	1.9
CCC(CC)c1nnc(NC(=O)c2ccc(S(=O)(=O)N3CCc4ccccc4C3)cc2)s1	-1	-4	-5	-3	1	-3	0.8
C[C@@H]1CN([C@@H](C)CO)C(=O)c2cc(NS(=O)(=O)c3ccccc3)ccc2O[C@H]1CN(C)CC1CC1	-4	-4	0	3	0	1[16.7 µM]	1.1
CCOC(=O)[C@H]1[C@H]2COc3ccc(OC)cc3[C@@H]2N2C(=O)CN(Cc3ccc(C)cc3)C(=O)[C@@]12C	2	-6	-1	2	4	-7	-1.8
COc1ccccc1Cc1c(-c2ccc(C)cc2)nc2cc(C)c(Br)c(C)n12	2	-17	-2	1	x	x	5.4
CC(C)OC(=O)c1ccc(COC(=O)c2cccc(-c3nnc(-c4ccccc4)o3)c2)cc1	-2	6	0	3	x	x	x
O=S(=O)(c1cccs1)N1CCN(c2ccc(Cl)cc2)CC1	6	5	1	0	0	-3	2.2
CO[C@H]1CN(C)C(=O)c2cc(NC(=O)CC(F)(F)F)ccc2OC[C@H](C)N(C(=O)C2CC2)C[C@H]1C	x	-4	1	5	8	x	-1.2

Three entries already listed, sorted by length of the SMILES, falling:
structure	ERp5 block	DENV2 CPE	CASP6 VEID inh	ERAP1 inh	SIRT5 block	miR122 inh	CFTR F508del cor
CCOC(=O)[C@H]1[C@H]2COc3ccc(OC)cc3[C@@H]2N2C(=O)CN(Cc3ccc(C)cc3)C(=O)[C@@]12C	2	-6	-1	2	4	-7	-1.8
O=C(C1CCCC1)N1C[C@@H]2[C@H](c3ccccc31)[C@@H](CO)N2C(=O)Cc1ccccn1	-3	34*	5	2	3	30[16.7 µM]	-1.5
CC1CCCCC12NC(=O)N(CC(=O)OCc1ccc(Br)cc1)C2=O (configuration not stated)	1	0	17	1	-3	x	0.2

Next records.
structure	ERp5 block	DENV2 CPE	CASP6 VEID inh	ERAP1 inh	SIRT5 block	miR122 inh	CFTR F508del cor
O=C(Nc1ccc2c(c1)OCO2)C1CC(=O)N(c2ccc(F)cc2)C1 (configuration not stated)	-5	5	1	3	1	-1	-0.6
CC(=O)c1ccc(NC(=O)Cn2cnc(S(=O)(=O)N3CCC(C)CC3)c2)cc1	-7	5	2	2	12	-4	1.1
CCOc1cc(C2NC(=O)CCC2[N+](=O)[O-])cc(Br)c1OC (configuration not stated)	4	-9	-2	-3	2	-2	-1.4
CC(=O)Nc1sc(N/N=C/c2ccccc2)nc1-c1ccc(C)cc1	-3	10	-4	-4	-5	x	-4.0
COc1cccc(NC(=O)N[C@H]2C=C[C@@H](CC(=O)NCc3ccccn3)O[C@@H]2CO)c1	-5	3	15	-1	-5	x	1.2
O=S(=O)(c1ccc(S(=O)(=O)N2CCCC3(CCCCC3)C2)cc1)N1CCCCC1	-3	7	-2	0	0	-5	0.5
Cc1ccc(C(=O)N/C(=C\c2ccccc2F)c2nc(=S)[nH][nH]2)cc1	-4	1	4	4	1	-2	0.8
COC(=O)c1ccc(CN2CCCC(CO)(Cc3ccccc3F)C2)cc1 (configuration not stated)	0	-5	-1	-2	0	1	-1.3
CC(C)NC(=O)N(C)C[C@@H]1Oc2ncc(-c3cncnc3)cc2C(=O)N([C@H](C)CO)C[C@@H]1C	-4	6	-4	3	-3	x	-0.6
O=C(/C=C/c1cccc(Br)c1)N1CCN(c2ccccn2)CC1	-2	2	3	1	-5	x	-2.0
Cc1ccc(S(=O)(=O)Nc2ccc3c(c2)CC(=O)N([C@@H](C)CO)C[C@H](C)[C@@H](CN(C)Cc2ccc(Cl)c(Cl)c2)O3)cc1	-3	-8	2	-1	1	-3[16.7 µM]	3.8

Entries shown so far that contain an NH in an aromatic ring, in the order listed:
structure	ERp5 block	DENV2 CPE	CASP6 VEID inh	ERAP1 inh	SIRT5 block	miR122 inh	CFTR F508del cor
Cc1ccc(NC(=O)C(=O)NCCc2c[nH]c3ccccc23)c(C)c1	4	-2	-4	-6	1	0	-4.4
Cc1ccc(-n2c(=S)[nH]c3sc4c(c3c2=O)CCc2ccccc2-4)cc1	2	-5	6	-2	x	x	2.8
Cc1ccc(C(=O)N/C(=C\c2ccccc2F)c2nc(=S)[nH][nH]2)cc1	-4	1	4	4	1	-2	0.8

Bioassay records as filed in PubChem BioAssay.
